Lipid storage S3 = qHTS Assay for Lipid Storage Modulators in Drosophila S3 Cells. actives 0.64% (n = 320,000). lipid storage change, negative = inhibition, % at the top dose, mostly 46.1 µM; hits show Potency in µM. AID 2685. Drosophila S3 cells, BODIPY lipid droplet fluorescence, 18-24 h; cells fed with added oleic acid; active means well fitted inhibition curve with a large enough effect in the signal ratio, with a control signal flat, not every such curve was filed as active; inconclusive means small, poorly fitted or top-dose-only effect, or effect the other way, or a change in a side signal; the % refers to the signal ratio
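Drosophila S3 cells got compounds at several concentrations plus oleic acid (400 uM solution). Laser-scanning cytometry with 488 nm excitation read lipid droplets at 500-530 nm and cells at 575-640 nm. Percent activity was relative to 20 uM Triacsin C.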
Lipid storage S3 cell count max = also measured in Lipid storage S3; calls as there; cell number change, %; measured here: cell count max response;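 cells counted by Cell Tracker Red CMTPX staining in the red channel; peak over a dose series mostly up to 46.1 µM; percent activity relative to internal control wells on each plate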
Numbers without * were called inactive. On the % scale 0 is the no-effect control and ±100 the full control effect; potency means the concentration at half of the fitted maximal effect. This is a subset, so the mix of outcomes need not match the whole.

`COc1ccc(C(=O)CSc2nnc(-c3ccco3)o2)cc1` gave Lipid storage S3 -12% and Lipid storage S3 cell count max 3.
`CCOc1ccc(C(=O)CSCC(=O)O)cc1` gave Lipid storage S3 inconclusive.
For COC(CNC(=O)c1ccc2c(c1)ncn2-c1cc(C)cc(C)c1)OC the results were Lipid storage S3 -2% and Lipid storage S3 cell count max -8.
`COC(=O)c1ccc(NC(=S)Nc2cccc(C)n2)cc1` gave Lipid storage S3 inactive.
O=C(CCN1C(=O)/C(=C/c2cccc(Br)c2)SC1=S)NNC(=O)c1cccnc1 was read as Lipid storage S3 inconclusive.
Screening O=C1NCCN1c1ncc([N+](=O)[O-])s1 returned Lipid storage S3 -8% and Lipid storage S3 cell count max -4.
Screening CCOc1ccccc1CN1CCN(Cc2cccc3c2OCO3)CC1CCO (stereo unspecified) returned Lipid storage S3 12% and Lipid storage S3 cell count max 12.
For COCCNC(=O)/C(C#N)=C/c1ccc(O)cc1 the results were Lipid storage S3 inconclusive.
For C=C(C)C1CC=C(CN2CCC(O)CC2)CC1 (stereo unspecified) the results were Lipid storage S3 inconclusive.
`NN1C(=O)/C(=C\c2ccco2)SC1=S` gave Lipid storage S3 2% and Lipid storage S3 cell count max 7.
`COc1ccccc1NC(=O)Cc1noc(CSc2nnc(C(F)(F)F)n2C)n1` gave Lipid storage S3 inactive.
`CC1=CC2=NC(=O)/C(=C\c3cc(C)n(-c4ccc(F)cc4)c3C)C(=N)N2O1` gave Lipid storage S3 inconclusive.
Screening COc1cc2c(cc1NC(=O)c1cccnc1)CCCC2 returned Lipid storage S3 13% and Lipid storage S3 cell count max -7.
For CCOC(=O)C1CCN(C(=O)COC(=O)c2oc3ccc(OC)cc3c2C)CC1 the results were Lipid storage S3 inconclusive.
Screening O=c1[nH]c(CSc2nc(-c3ccc(F)cc3)cs2)nc2ccccc12 returned Lipid storage S3 23% and Lipid storage S3 cell count max 0.
CCOC(=O)C1Sc2[nH]c(=O)sc2C(c2ccc(Cl)cc2)C1C(=O)OCC (stereo unspecified) was read as Lipid storage S3 inactive.
CCOC(=O)C1=C(C)N=c2s/c(=C/c3cccc([N+](=O)[O-])c3O)c(=O)n2C1c1cc(OC)c(OC)c(OC)c1 (stereo unspecified) was read as Lipid storage S3 inconclusive.
Screening COc1ccc(CNC(=O)C2CCCN(C(=O)Nc3ccccc3OC)C2)cc1 (stereo unspecified) returned Lipid storage S3 inconclusive.
`COc1ccc(S(=O)(=O)NNc2nc(C)cc(C)n2)cc1[N+](=O)[O-]` gave Lipid storage S3 inconclusive.
O=C(COC(=O)c1ccc(F)c(S(=O)(=O)N2CCOCC2)c1)NC1CCCCC1 was read as Lipid storage S3 4% and Lipid storage S3 cell count max -6.
Screening OCCNc1cnc2ccccc2n1 returned Lipid storage S3 inconclusive.
O=C(CC1OC(=O)c2ccccc21)c1ccco1 (stereo unspecified) was read as Lipid storage S3 inconclusive.
For Cc1nonc1NC(=O)OC1CCCCC1 the results were Lipid storage S3 inconclusive.
`COc1ccc(-n2c(CNC(=O)c3cc(OC)c(OC)c(OC)c3)n[nH]c2=S)cc1` gave Lipid storage S3 21% and Lipid storage S3 cell count max -3.
Screening CC(=O)Nc1ccc(/C(C)=N/NC(=O)c2ccccc2Cl)cc1 returned Lipid storage S3 inconclusive.
Screening CCCCSc1nc2c(cnn2-c2ccc(C)c(C)c2)c(=O)[nH]1 returned Lipid storage S3 inconclusive.
`O=C(Nc1ccn(Cc2ccccc2)n1)c1n[nH]c([N+](=O)[O-])c1Cl` gave Lipid storage S3 inconclusive.
O=C(NCCc1c[nH]c2ccccc12)C(=O)NCC1OCCN1S(=O)(=O)c1ccccc1 (stereo unspecified) was read as Lipid storage S3 1% and Lipid storage S3 cell count max 18.
Screening COc1ccc(C2CC3(CC(C)(C)NC(=S)N3)Oc3cc(O)cc(C)c32)cc1OC (stereo unspecified) returned Lipid storage S3 inconclusive.
For O=C(O)CSc1nnc(CNc2ccc(Cl)cc2)n1Cc1ccccc1 the results were Lipid storage S3 inconclusive.
O=C(c1ccc2nc(Cc3ccccc3F)oc2c1)N1CC[C@H](O)C1 was read as Lipid storage S3 8% and Lipid storage S3 cell count max 16.
`CCOc1ccc2oc(C(=O)N(CCOC)c3c(N)n(CC(C)C)c(=O)[nH]c3=O)c(C)c2c1` gave Lipid storage S3 inconclusive.
CCC(=O)Nc1ccc(N2CCN(C(=O)c3ccco3)CC2)c(Cl)c1 was read as Lipid storage S3 inconclusive.
Cc1cc(C)n2nc(SCc3nnc(SCc4ccccc4Cl)s3)nc2n1 was read as Lipid storage S3 inconclusive.
CS(=O)(=O)N(CC(=O)N1CCN(Cc2ccc3c(c2)OCO3)CC1)Cc1ccc(Cl)cc1 was read as Lipid storage S3 inconclusive.
`O=C(N/N=C/c1cccs1)C1CC(=O)N(c2ccccc2)C1` (stereo unspecified) gave Lipid storage S3 2%.
For O=C(Nc1ccc(Cl)cc1)N(Cc1cccs1)Cc1cccs1 the results were Lipid storage S3 inconclusive.
`COC(=O)c1ccc(N2CCN(C)CC2)c(NC(=O)COc2ccc(C)cc2)c1` gave Lipid storage S3 inconclusive.
For O=C(CN1CCCCC1)Nc1ccccc1Oc1ccccc1 the results were Lipid storage S3 5% and Lipid storage S3 cell count max -11.
For COc1ccc(C2c3c(ncn(Cc4ccco4)c3=N)Oc3ccc4ccccc4c32)cc1 (stereo unspecified) the results were Lipid storage S3 -10% and Lipid storage S3 cell count max 0.
Screening Cc1ccc(COC(=O)c2nn(C)c(=O)c3ccccc23)cc1 returned Lipid storage S3 inconclusive.
`O=C(/C=C/c1ccccc1)NC(NC(=S)Nc1ccc(C(=O)O)cc1)C(Cl)(Cl)Cl` (stereo unspecified) gave Lipid storage S3 inconclusive.
`O=C(c1cccc(F)c1)N1C2C=CC(C2)C1(C(F)(F)F)C(F)(F)F` (stereo unspecified) gave Lipid storage S3 -11% and Lipid storage S3 cell count max -8.
For Cc1ccc2c(c1)[C@@H]1CN(C)CC[C@@H]1N2S(=O)(=O)c1ccc([N+](=O)[O-])cc1 the results were Lipid storage S3 4% and Lipid storage S3 cell count max -5.
Screening Cc1ccc(NC(=O)CCc2c(C)[nH]c(=O)c(C#N)c2C)cc1 returned Lipid storage S3 inactive and Lipid storage S3 cell count max 16.
CCOc1cc(C(N)=O)cc(OCC)c1OCC was read as Lipid storage S3 inconclusive.
Screening O=C(Nc1cccc(Cl)c1Cl)c1ccccc1OCC(=O)N1CCOCC1 returned Lipid storage S3 inconclusive.
For COC(=O)c1ccc(Oc2ccc(S(=O)(=O)N3CCCCC3)cc2N)cc1 the results were Lipid storage S3 1% and Lipid storage S3 cell count max 10.
`COc1ccc(Cc2nnc(NCCO)[nH]c2=O)cc1` gave Lipid storage S3 inconclusive.
CC(C(=O)NC1CCCCCC1)c1ccc([N+](=O)[O-])cc1 (stereo unspecified) was read as Lipid storage S3 inconclusive.
`Cn1c(CNc2ccc(F)cc2)nnc1SCC(=O)NNC(=O)Cc1ccccc1` gave Lipid storage S3 -21% and Lipid storage S3 cell count max 25.
Screening Cc1nn(-c2ccccc2)c2c1C(O)CC(C)(C)C2 (stereo unspecified) returned Lipid storage S3 inconclusive.
CCc1cc2c(=O)c(-c3nc4ccccc4n3C)c(C)oc2c(CN(CC)CC)c1O was read as Lipid storage S3 2%.
For Cc1ccc2c(c1)N(Cc1ccc([N+](=O)[O-])cc1)C=NS2(=O)=O the results were Lipid storage S3 inconclusive.
`O=C(NCc1ccccn1)C(=O)NN=C1CCCCCCC1` gave Lipid storage S3 5%.
Screening Cc1ccc(C(=O)N/N=C/c2ccc(-c3ccccc3[N+](=O)[O-])o2)cn1 returned Lipid storage S3 inconclusive.
For O=C1Nc2ccc(F)cc2C12Nc1ccccc1-c1nnc(SCc3ccccc3)nc1O2 (stereo unspecified) the results were Lipid storage S3 5% and Lipid storage S3 cell count max -12.
Cc1oc2c(C)c3oc(=O)c4c(c3cc2c1C)CCC4 was read as Lipid storage S3 inconclusive.
For COCc1cc(C)nc(OCC(=O)N/N=C/c2ccc(O)cc2O)c1C#N the results were Lipid storage S3 inconclusive.
For CCCCCCSc1nsc(N)n1 the results were Lipid storage S3 inconclusive.

Fetched by compound from the list above (seven):
For O=C1Nc2ccc(F)cc2C12Nc1ccccc1-c1nnc(SCc3ccccc3)nc1O2 (stereo unspecified) the results were Lipid storage S3 5% and Lipid storage S3 cell count max -12.
CCOc1cc(C(N)=O)cc(OCC)c1OCC was read as Lipid storage S3 inconclusive.
For COCc1cc(C)nc(OCC(=O)N/N=C/c2ccc(O)cc2O)c1C#N the results were Lipid storage S3 inconclusive.
For COC(=O)c1ccc(Oc2ccc(S(=O)(=O)N3CCCCC3)cc2N)cc1 the results were Lipid storage S3 1% and Lipid storage S3 cell count max 10.
Screening Cc1nn(-c2ccccc2)c2c1C(O)CC(C)(C)C2 (stereo unspecified) returned Lipid storage S3 inconclusive.
Screening Cc1ccc(C(=O)N/N=C/c2ccc(-c3ccccc3[N+](=O)[O-])o2)cn1 returned Lipid storage S3 inconclusive.
`O=C(NCc1ccccn1)C(=O)NN=C1CCCCCCC1` gave Lipid storage S3 5%.

Remaining list, next part.
For Cc1cccc(NC(=O)C2C3C=CC4(O3)C2C(=O)N(CCCN2CCCC2)C4C(=O)NC2CCCC(C)C2C)c1 (stereo unspecified) the results were Lipid storage S3 inactive and Lipid storage S3 cell count max -13.
`CCCN1/C(=C(/C#N)C2=NS(=O)(=O)c3ccccc32)N(C)c2ccccc21` gave Lipid storage S3 inconclusive.
For Cc1nc(NS(=O)(=O)c2ccccc2C)c2c3c(sc2n1)CCC3 the results were Lipid storage S3 inconclusive.
CN(C)c1cccc(C(=O)NNC(=S)NC2CC3CCC2C3)c1 (stereo unspecified) was read as Lipid storage S3 6% and Lipid storage S3 cell count max 17.
For Cc1ccc(-c2ccccc2NC(=O)CS(=O)CC(=O)Nc2ccc(C)c(Cl)c2)o1 (stereo unspecified) the results were Lipid storage S3 23µM* and Lipid storage S3 cell count max -13*.
`CSCCC(NC(=O)c1ccccc1)C(=O)N1CCN(Cc2ccc(Cl)cc2)CC1` (stereo unspecified) gave Lipid storage S3 inconclusive.
For Cc1ccc2c(c1)c(C)c(C)n2CC(O)Cn1nc(C)c(Br)c1C (stereo unspecified) the results were Lipid storage S3 inconclusive.
Screening CCOC(=O)C1NN=C(C(=O)c2ccccc2)C1c1ccc(Cl)cc1 (stereo unspecified) returned Lipid storage S3 7% and Lipid storage S3 cell count max -2.
`O=C(CNC(=O)C(c1ccccc1)c1ccccc1)N/N=C\c1cccc(O)c1` gave Lipid storage S3 inconclusive.
Clc1nssc1=Nc1ccccc1 was read as Lipid storage S3 inconclusive.
For O=C(c1ccc(-c2ccc(Cl)cc2)o1)N1CCN(S(=O)(=O)c2cccs2)CC1 the results were Lipid storage S3 inconclusive.
For Fc1ccc(/C=N/n2c(-c3cccs3)n[nH]c2=S)cc1 the results were Lipid storage S3 inactive.
CS(=O)(=O)N(CC(=O)N1CCCCC1)c1ccc(Cl)c(C(F)(F)F)c1 was read as Lipid storage S3 4% and Lipid storage S3 cell count max 1.
O=C(CCN1C(=O)CSc2ccccc21)Nc1ccc(OC(F)(F)F)cc1 was read as Lipid storage S3 inconclusive.
Screening O=S(=O)(CCN1CCN(c2ccccn2)CC1)c1ccc(Cl)cc1Cl returned Lipid storage S3 2% and Lipid storage S3 cell count max -8.
Screening COc1ccc(OC)c(C2NC(=O)N(C)C(C)=C2C(=O)OCc2ccccc2)c1 (stereo unspecified) returned Lipid storage S3 inconclusive.
CC12CCC(C(=O)NNc3ccccc3)(OC1=O)C2(C)C (stereo unspecified) was read as Lipid storage S3 7% and Lipid storage S3 cell count max 11.
Screening Cc1ccccc1CN1CCCNC1=O returned Lipid storage S3 2% and Lipid storage S3 cell count max 13.
For Cc1cc(NC(=O)CCCN2C(=O)c3cccnc3C2=O)ccc1Br the results were Lipid storage S3 inconclusive.
Screening CN(Cc1cccnc1)C(=O)c1ccc2nc(Cc3ccccc3F)oc2c1 returned Lipid storage S3 inactive and Lipid storage S3 cell count max 10.
`OCCC1CN(C2CCSCC2)CCN1C1CCCC1` (stereo unspecified) gave Lipid storage S3 inconclusive.
Screening CC(C)c1ccc(NC(=O)COC(=O)CSc2nnc(N)s2)cc1 returned Lipid storage S3 7% and Lipid storage S3 cell count max -2.
For CCOC(=O)CN(C(=O)COc1ccc2c(C)cc(=O)oc2c1)c1ccc(OCC)cc1 the results were Lipid storage S3 -11% and Lipid storage S3 cell count max -1.
Screening Cc1ccc(S(=O)(=O)CCC(=O)Nc2cccc(C)c2)cc1 returned Lipid storage S3 inconclusive.
For COc1ccc(OC)c(CCNC(=O)CCCc2nnc3n(C)c(=O)c4sccc4n23)c1 the results were Lipid storage S3 7.3µM* and Lipid storage S3 cell count max -25*.
`c1ccc2[nH]c(NN=C3CCCCCC3)nc2c1` gave Lipid storage S3 inactive and Lipid storage S3 cell count max -10.

Structural class, those above with a COOH group
`CCOc1ccc(C(=O)CSCC(=O)O)cc1` gave Lipid storage S3 inconclusive.
For O=C(O)CSc1nnc(CNc2ccc(Cl)cc2)n1Cc1ccccc1 the results were Lipid storage S3 inconclusive.
`O=C(/C=C/c1ccccc1)NC(NC(=S)Nc1ccc(C(=O)O)cc1)C(Cl)(Cl)Cl` (stereo unspecified) gave Lipid storage S3 inconclusive.
